Screens (PubChem)
POLB inh – qHTS Assay for Inhibitors of DNA Polymerase Beta; hit rate 1.3% among 340,000; Pol beta primer extension/strand displacement, fluorescence kinetic; Potency, µM (titrated, usually from 114 µM), for the others: top-dose activity change, negative = inhibition, hits mostly inhibitors; P06746; also: potency is read from the fitted curve at half-maximal effect; % is scaled to controls: 0 for no effect and ±100 for the full control effect
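Enzyme-only controls used 10 nM Pol beta; buffer lacking enzyme served as negative control. Compound preincubated 15 min, then 50 nM substrate added; 0 and 10 min reads at room temperature.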
Pol kappa inh – qHTS for Inhibitors of Polymerase Kappa. DNA polymerase kappa (Homo sapiens), Q9UBT6. purified Pol kappa, fluorescent DNA synthesis assay, 10 min. Potency, µM (highest dose often 107 µM), for the others: at the top dose activity, negative = inhibition, usual class: inhibitors. hit rate 0.53% among 400,000. AID 588579, 2011; also: potency is read from the fitted curve at half-maximal effect; % is scaled to controls: 0 for no effect and ±100 for the full control effect
Target sequence (Q9UBT6 whole entry, looked up): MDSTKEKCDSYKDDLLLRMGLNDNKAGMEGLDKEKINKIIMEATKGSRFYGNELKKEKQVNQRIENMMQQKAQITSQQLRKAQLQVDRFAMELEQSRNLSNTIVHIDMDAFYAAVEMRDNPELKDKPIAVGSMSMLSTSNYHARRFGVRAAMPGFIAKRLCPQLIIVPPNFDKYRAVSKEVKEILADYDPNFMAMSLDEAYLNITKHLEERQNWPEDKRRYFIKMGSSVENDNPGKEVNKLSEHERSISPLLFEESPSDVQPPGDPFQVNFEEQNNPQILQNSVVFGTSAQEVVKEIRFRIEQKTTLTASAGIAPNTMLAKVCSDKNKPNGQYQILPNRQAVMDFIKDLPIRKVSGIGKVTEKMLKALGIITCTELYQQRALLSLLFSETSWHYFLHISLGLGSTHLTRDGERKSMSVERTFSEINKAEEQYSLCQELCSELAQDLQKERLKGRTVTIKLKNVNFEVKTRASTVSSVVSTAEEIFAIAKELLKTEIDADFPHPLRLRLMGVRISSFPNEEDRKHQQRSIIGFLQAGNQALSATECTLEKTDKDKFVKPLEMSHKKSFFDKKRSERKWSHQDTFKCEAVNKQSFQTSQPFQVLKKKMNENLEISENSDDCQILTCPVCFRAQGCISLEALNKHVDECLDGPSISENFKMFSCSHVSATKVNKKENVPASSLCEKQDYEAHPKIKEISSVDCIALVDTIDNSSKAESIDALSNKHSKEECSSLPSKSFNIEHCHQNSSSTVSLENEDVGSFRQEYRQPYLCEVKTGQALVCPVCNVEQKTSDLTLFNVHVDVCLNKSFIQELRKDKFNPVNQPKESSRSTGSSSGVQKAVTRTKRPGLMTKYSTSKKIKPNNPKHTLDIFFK
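Activity was followed as the change in fluorescence between reads at 0 and 10 min after starting the reaction with 50 nM substrate. Beforehand, 10 nM polymerase had been preincubated with compound for 15 min at room temperature.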
12-LOX inh – Primary qHTS assay for inhibitors of human arachidonate 12S-lipoxygenase (ALOX12): Round 2. Polyunsaturated fatty acid lipoxygenase ALOX12 (Homo sapiens), P18054. purified 12hLO, xylenol orange hydroperoxide absorbance. Potency, µM (series often up to 108 µM), for the others: top-dose activity change, negative = inhibition, usual class: inhibitors. hit rate 1.1% among 580,000. AID 1671190, 2021; also: potency is read from the fitted curve at half-maximal effect; % is scaled to controls: 0 for no effect and ±100 for the full control effect
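Purified human 12hLO (150 nM final) in 25 mM Hepes, 0.01% Triton X-100, pH 7.0 was preincubated 15 min at room temperature with compound. Then 40 uM arachidonic acid was added, 30 min. Hydroperoxide was read by Fe-XO absorbance ratio 573/405 nm.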
Pol eta inh – qHTS for Inhibitors of Polymerase Eta | DNA polymerase eta (Homo sapiens), Q9Y253 | recombinant Pol eta, fluorescent DNA replication assay | Potency, µM (doses to about 114 µM), for inactives: top-dose activity change, negative = inhibition, actives largely listed as inhibitors | hit rate 1.2% among 390,000 | AID 588591, 2011; also: potency is read from the fitted curve at half-maximal effect; % is scaled to controls: 0 for no effect and ±100 for the full control effect
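Pol eta at 10 nM preincubated with compounds 15 min at room temperature; reaction started with fluorescent substrate (50 nM final) and read kinetically at 0 and 10 min.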
APEX1 inh – qHTS Assay for Inhibitors of the Human Apurinic/apyrimidinic Endonuclease 1 (APE1). recombinant APE1, TAMRA/BHQ-2 abasic DNA cleavage fluorescence. hit rate 0.35% among 350,000. Potency, µM (top dose mostly 65.8 µM), for the others: at the top dose activity change, negative = inhibition, hits mostly inhibitors;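 also: potency is read from the fitted curve at half-maximal effect; plate controls were vehicle for no effect and reference inhibitor for full effect; nearly all actives have a fitted effect of over 55% in size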
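Endonuclease cleavage of a quenched abasic-site DNA duplex (50 nM) by APE1 (0.75 nM) was tracked by TAMRA dequenching. Compounds were preincubated with enzyme 15 min at room temperature; data normalized to buffer-only and DMSO wells plus NSC13755 control.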
RGS4 inh – Inhibitors of Regulator of G Protein Signaling (RGS) 4: qHTS; Regulator of G-protein signaling 4 (Homo sapiens), P49798; Transcreener GDP fluorescence polarization, RGS4-accelerated GTP hydrolysis; Potency, µM (titrated, usually from 114 µM), inactives show top-dose activity change, negative = inhibition, actives largely listed as inhibitors; hit rate 0.039% among 390,000; AID 504845, 2011; also: potency is read from the fitted curve at half-maximal effect; % is scaled to controls: 0 for no effect and ±100 for the full control effect; nearly all actives have a fitted effect of over 75% in size; some results filed as inactive show a strong effect at the top dose
Target sequence (P49798 whole entry, looked up): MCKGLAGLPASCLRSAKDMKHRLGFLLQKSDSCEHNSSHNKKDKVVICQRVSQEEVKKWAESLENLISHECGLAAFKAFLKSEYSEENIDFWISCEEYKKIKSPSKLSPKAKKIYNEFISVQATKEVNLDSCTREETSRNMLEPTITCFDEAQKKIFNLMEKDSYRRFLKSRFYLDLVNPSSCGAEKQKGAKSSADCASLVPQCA
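MLSMR compounds (23 nl, pin-transferred) preincubated 10 min at room temperature with a 500nM (2x) first reagent, then RGS4 at 900nM (2x) plus Transcreener GDP mix added; fluorescence polarization (620/688 nm) read before and after 90 min at 30 °C.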
LDHA block – qHTS assay for inhibitors of human lactate dehydrogenase | L-lactate dehydrogenase A chain (Homo sapiens), P00338 | purified LDHA, NADH/diaphorase-resazurin fluorescence; active compounds read low | activity change, % (values are at about 110 or 230 µM) | hit rate 0.15% among 480,000; in the data active = activity change below about -30%; inconclusive = mostly about -25% to -30%;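 also: plate controls were DMSO wells for no effect and wells without enzyme for full effect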
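Resorufin fluorescence (ex540/em590), read at 0 and 20 min after diaphorase/resazurin addition, reports the NADH left after a 5 min room-temperature reaction of 2 nM human LDH5 with 0.06 mM NADH and 0.2 mM pyruvate.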
Apoferritin bind – qHTS Assay for Identification of Novel General Anesthetics; Ferritin light chain (Equus caballus), P02791; apoferritin/1-aminoanthracene competitive binding, fluorescence; Potency, µM (series often up to 77.5 µM), without a hit: at the highest dose activity change, negative = displacement, actives largely listed as inhibitors; hit rate 0.074% among 350,000; also: potency is read from the fitted curve at half-maximal effect; % is scaled to controls: 0 for no effect and ±100 for the full control effect; nearly all actives have a fitted effect of over 20% in size
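10 uM apoferritin + 50% sat. 1-AMA, PBS; cpd 10 min RT; Ex380/Em535 endpoint; normalized to free probe vs complex; 4-param Hill fit; propofol titration as pos. ctrl.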
ERG Ets-DNA blk – qHTS for Small Molecule Inhibitors of the ERG Ets/DNA interaction; Potency, µM (doses to about 76.9 µM), inactives show at the top dose FP activity, negative = inhibition, usual class: inhibitors; fluorescence polarization, His-ERG Ets domain / labelled DNA; AID 624246, 2012; hit rate 0.028% among 370,000; active = well fitted inhibition curve with a large enough effect in the polarisation, with a control signal flat; inconclusive = small, poorly fitted or top-dose-only effect, or effect the other way, or a change in a side signal; inactive = no such curve, though single readings can be large or run the other way; the % refers to the polarisation;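 also: polarization taken with two DNA probes labelled with fluorescein and Texas red; potency is read from the fitted curve at half-maximal effect; % of control where 0% means no effect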
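His-tagged ERG Ets domain (1 uM in the protein solution; 300mM KCl, 50mM Tris-HCl, 1mM EDTA, 1mM DTT, pH 7.5) received compound, then a probe mix of 5 nM fluorescein-DNA and 100nM Texas-615-DNA. Fluorescence polarization was read for both dyes.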
The depositor's hits bear a star; ? = inconclusive; / = not tested or not shown; [ ] = remark or other dose. Unless noted, calls follow the shape of the dose curve; as a rule, active = well fitted curve in the direction sought with a large enough effect; inconclusive = small, poorly fitted or top-dose-only effect, or another doubt; inactive = no such curve, though single readings can be large; an effect the other way counts as inactive or inconclusive. Some of the compounds tested; rates above refer to the full screens.

SMILES	POLB inh	Pol kappa inh	12-LOX inh	Pol eta inh	APEX1 inh	RGS4 inh	LDHA block	Apoferritin bind	ERG Ets-DNA blk
Cc1cc(C)n2nc(SCC(=O)N/N=C/c3ccc(F)cc3)nc2n1	18.1%	-19.2%	-2.1%	-5.5%	-2.6%	8.9%	-3.2	-11.6%	-6.6%
CCc1nnc2c(NCc3ccc(F)cc3)nc3ccccc3n12	5.3%	0.0%	-1.7%	-8.4%	/	21.3%	-10.8	2.7%	-14.5%
O=C1CN(C(=O)CNCc2ccccc2Cl)c2ccccc2N1	5.7%	-11.7%	?	-17.4%	3.7%	-4.4%	-12.6	-2.4%	5.5%
CCc1ccc(CNC(=O)C2CCN(S(=O)(=O)N3CCC(C)CC3)CC2)cc1	19.9%	-0.6%	0.5%	-4.2%	80.8%[activator]	0.5%	-2.1	-7.4%	-1.0%
NC(=O)c1nsc(C(=O)N(CC(=O)NC2CCCCC2)c2ccc(Cl)cc2)c1N	21.2%	0.5%	-14.4%	-8.2%	-4.6%	2.3%	-12.7	-0.8%	-1.6%
CCn1c(CCNC(=O)c2ccc(OC)cc2)nnc1SCc1ccc(Cl)c(Cl)c1	-8.4%	-5.9%	7.6%	-17.1%	3.1%	-6.2%	-1.6	?	-7.2%
Cc1sc2nc(SCC(=O)N3CCOCC3)[nH]c(=O)c2c1-c1ccccc1	3.5%	-7.9%	31.6µM*	-11.9%	-13.8%	-24.6%	-2.2	-14.2%	2.9%
COC(=O)c1ccc(NC(=O)COC(=O)COc2cccc3c2OC(C)(C)C3)cc1	/	-11.9%	-13.7%	-2.5%	-17.5%	-1.7%	-18.0	/	2.4%
CCN1C(=O)C(Cc2nc3ccccc3c(=O)n2C)c2cc(C)ccc21 (centres undefined)	2.3%	-12.0%[60.1 µM]	3.1%	-12.7%	/	9.8%	1.0	7.2%	-1.3%
CC(C)CCC(CCNCc1ccccn1)c1ccc(Cl)cc1 (centres undefined)	3.5%	-12.2%	?	-15.5%	-14.9%	-18.4%	-12.5	-5.8%	-0.3%
COc1ccc(CCNC(=O)CCCc2ccccc2)cc1	-0.2%	-2.2%	18.3%	-5.7%	24.4%	12.9%	-10.1	-14.4%	-6.0%
COc1ccc(Cl)cc1NC(=O)COC(=O)c1c(-c2ccccc2)noc1C	/	-0.7%	-19.4%	-10.2%	12.3%	-1.2%	-0.7	/	-3.2%
C=C(C)Cn1c(-c2ccccc2)nc2ccccc21	34.4%	-5.6%	0.0%	10.1%	11.9%	39.6%	-5.0	-13.8%	1.0%
N#Cc1ccc(NC(=O)c2cc(S(=O)(=O)N3CCOCC3)ccc2N2CCCC2)cc1	/	1.7%	?	-16.2%	6.4%	-28.0%	-1.6	/	22.4%
COc1ccc(NC(=O)Cn2nnc3ccccc32)c([N+](=O)[O-])c1	12.9%	-6.9%	-4.9%	-12.7%	0.2%	-2.3%	-4.9	-6.1%	9.1%
COCCSc1nc2sc3c(c2c(=O)n1-c1ccccc1)CCN(C)C3	-1.0%	-9.4%	/	-1.7%	10.7%	-8.1%	5.9	-9.8%	8.2%
Cc1ccc(CN2C(=O)CSC2c2cccnc2)cc1 (centres undefined)	-11.2%	-3.7%	12.4%	-21.0%	0.7%	-14.9%	-2.2	5.2%	-0.8%
Cc1ccc(C)c(Nc2nc(-c3ccncc3)nc3ccccc23)c1	?	-6.9%	-4.5%	-0.6%	-6.1%	-15.4%	-2.8	-8.6%	-0.6%
O=C(N/N=C/c1ccncc1)c1cc2c(ccc3ccccc32)o1	0.8%	-2.2%	454.9%[activator]	?	12.6%	-34.9%	-3.5	-14.9%	9.6%
CCCN(C(=O)c1ccc(N2CCCC2=O)cc1)C1CCS(=O)(=O)C1 (centres undefined)	/	-1.8%	131.0%[activator]	-8.8%	-11.0%	0.0%	-10.8	/	/
CCOc1cc(S(=O)(=O)Nc2ccccc2CC)ccc1Cl	2.6%	-4.1%	-8.9%	-18.4%	-8.3%	2.4%	6.9	?	-0.2%
COc1cccc(N2CCN(C(=O)CCNS(=O)(=O)c3ccc4c(c3)c(=O)n(C)c(=O)n4C)CC2)c1	-1.4%	6.9%	1.0%	-9.8%	-6.7%	24.6%	2.3	-13.4%	-3.9%
CN(C)C(=O)c1ccc(-c2nc(NCc3cccs3)c3ccccc3n2)cc1	/	-13.7%[60.1 µM]	?	/	-2.1%	/	/	-21.6%	/
CC(=O)N1N=C(c2ccccc2OC(=O)/C=C/c2ccccc2)CC1c1ccccc1 (centres undefined)	3.6%	-30.9%	-22.4%	-2.7%	2.5%	19.4%	-3.9	-10.4%	-17.5%
Cc1cccc(NC(=O)CSc2nc3c(oc4ccccc43)c(=O)n2C(C)C)c1	15.6%	-4.2%	0.0%	-20.0%	/	-5.4%	-5.7	-8.8%	7.5%
CCC1CCCCN1C(=O)c1cc(-c2ccc(Cl)c(Cl)c2)on1 (centres undefined)	-0.9%	-11.1%	22.2%	-1.3%	5.0%	21.2%	-8.6	11.4%	0.2%
CN(Cc1cccc(C(F)(F)F)c1)Cc1nc(-c2cnccn2)no1	11.5%	-7.6%	1.6%	-9.2%	17.1%	39.6%	-5.4	-18.0%	-4.7%
CC(C)=C1Cc2ccccc2C1=O	15.7%	12.7%	2.4%	-17.7%	0.8%	-1.3%	1.8	-8.1%	-1.2%
COc1ccc(S(=O)(=O)n2nc(C)c(S(=O)(=O)N3CCCCCC3)c2C)cc1	-16.8%	3.4%[60.1 µM]	?	-18.7%	/	-16.3%	3.5	-12.0%	1.0%
COc1cc(NC(=O)c2ccc(NC(=O)N3CCSc4ncccc43)cc2)cc(OC)c1	2.2%	-3.1%	?	-6.7%	/	1.8%	4.3	-8.1%	0.8%
O=C(NCc1ccc(Cl)cc1)c1cccc2c1C(=O)N(CC1CCCO1)C2 (centres undefined)	0.2%	-11.1%	-6.0%	-24.2%	-11.3%	5.8%	-2.0	?	15.6%
CCOc1ccc(NS(=O)(=O)c2ccc(N)cc2)cc1	-20.4%	0.0%	19.2%	5.4%	-4.8%	-7.2%	-5.8	?	15.3%
CCC(C)NC(=O)Cn1c(=O)n(-c2ccc(C)c(C)c2)c(=O)c2c(C)c(C(=O)N(CC)CC)sc21 (centres undefined)	47.4%[activator]	-4.0%[60.1 µM]	-18.6%	-8.5%	/	21.7%	-6.7	2.8%	-1.8%
O=C1C=CC(=O)N1c1ccc2ccccc2c1	/	-12.0%	39.8µM*	-16.2%	/	?	12.1	/	10.0%
O=C(NCC(c1ccc2c(c1)OCO2)N1CCN(c2ccccc2)CC1)C(=O)Nc1ccccc1F (centres undefined)	-14.2%	-5.4%[60.1 µM]	-17.2%	-11.0%	/	8.0%	-6.0	-2.1%	0.1%
CCCn1c(N)c(C(=O)CSc2ncn[nH]2)c(=O)n(C)c1=O	/	-9.3%	39.2%[activator]	-19.4%	9.5%	-10.1%	-3.4	/	11.5%
Cc1cnc(NC(=O)c2ccc(-c3ccc([N+](=O)[O-])cc3)o2)s1	/	-0.1%	10.8%	-23.7%	-5.2%	-39.5%	-7.1	/	-2.7%
NC(=O)Nc1ccc(Nc2ccccc2)cc1	-0.1%	-0.8%	-9.2%	-11.3%	0.2%	-20.7%	2.6	?	2.6%
CCc1cccc(Nc2ncnc3onc(-c4ccc(F)cc4)c23)c1	-2.4%	1.7%	-17.4%	1.1%	/	-5.7%	-0.1	?	3.8%
COc1ccc(Cc2nnc(NC(=O)c3ccco3)s2)cc1OC	6.2%	-5.9%	5.9%	-5.8%	-3.3%	13.7%[11.4 µM]	-2.6	9.4%	5.0%
CCOc1ccccc1N(CC(=O)NC1CCCC1)S(=O)(=O)c1ccc(C)cc1	31.3%	-10.2%	?	-1.9%	-5.5%	18.7%	-3.8	7.1%	-10.7%
CCOc1cc(-c2nnc(SCC(=O)NCc3ccccc3)nc2-c2ccc(OC)c(OCC)c2)ccc1OC	-3.3%	-11.8%[60.1 µM]	-28.0%	0.1%	/	8.0%	7.9	-8.2%	3.5%

Reformatted: entries from further up.
molecule | POLB inh | Pol kappa inh | 12-LOX inh | Pol eta inh | APEX1 inh | RGS4 inh | LDHA block | Apoferritin bind | ERG Ets-DNA blk
COc1cccc(N2CCN(C(=O)CCNS(=O)(=O)c3ccc4c(c3)c(=O)n(C)c(=O)n4C)CC2)c1 | -1.4% | 6.9% | 1.0% | -9.8% | -6.7% | 24.6% | 2.3 | -13.4% | -3.9%
CN(C)C(=O)c1ccc(-c2nc(NCc3cccs3)c3ccccc3n2)cc1 | / | -13.7%[60.1 µM] | ? | / | -2.1% | / | / | -21.6% | /
CC(=O)N1N=C(c2ccccc2OC(=O)/C=C/c2ccccc2)CC1c1ccccc1 (centres undefined) | 3.6% | -30.9% | -22.4% | -2.7% | 2.5% | 19.4% | -3.9 | -10.4% | -17.5%
